# CAL PDZ FP-1 – blocks peptide binding to the human CAL PDZ domain; Q9HD26; purified CAL PDZ, TMR-peptide fluorescence polarization, 1 h; inhibition, % at 24.9 µM; hit rate 0.92% among 300,000; AID 602252;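 active means mean inhibition of at least 30% with at least half of replicates also reaching 30%; inconclusive means no clear call, values can overlap the other calls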;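 further: 0% = DMSO neutral control and 100% = excess unlabeled competitor peptide PRC23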
# RTF Ca sens inh – cardiac RTF calcium desensitization | IANBD-labeled cardiac RTF, Ca2+ fluorescence | inhibition, % at 7.15 µM | hit rate 0.12% among 340,000 | AID 493244;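 active means inhibition above the mean inhibition of all tested compounds plus 3 SD, cut at about 17% in these data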;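 further: assay run at fixed EC70 calcium of 1.6 mM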
# LANA DNA inh – KSHV C-LANA DNA binding inhibition; MBP-C-LANA/FAM-LBS DNA binding, fluorescence polarization; inhibition, % at 9 µM; hit rate 0.078% among 340,000;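 active means highest replicate inhibition at or above 60% at 9 µM, even if other replicates fall short; inactive means all replicates below 60% inhibition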;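 further: 0% = neutral control wells and 100% = 4 µM acridine orange control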
# Pemphigus Ab inh – inhibitors of pemphigus antibody binding to human desmoglein-3; DSG3-coupled beads, scFv-anti-DSG3-GFP binding, flow cytometry; active compounds read low; binding (percent of control), % at 10 µM; hit rate 0.48% among 310,000;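 active means binding more than 3 SD below its plate's average and above zero; inconclusive means below that plate limit but binding exactly zero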;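 further: hits lower antibody fragment binding to DSG3; some compounds called inactive have numbers as strong as hits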
# Arrestin-AP2 inh – inhibitors of human beta-arrestin and AP2 interaction; hit rate 0.31% among 340,000; FITC-arrestin peptide / GST-AP2 beads, flow cytometry; AP2 beta2 appendage carries R879A mutation; AID 504490; inhibition, % at 10 µM;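 active means inhibition above a set limit, near 3 SD of compounds lacking own fluorescence, cut at about 54% in these data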;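 further: plate controls were DMSO wells for no effect and 5 µM unlabelled arrestin peptide for full effect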
#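 system = GST-tagged AP2 beta2-adaptin appendage (R879A) on 4 µm glutathione beads | reagent = FITC-labelled arrestin peptide probe, 50 nM final | schedule = compound with beads 12 min RT, then probe 1 h RT | signal = HyperCyt-sampled flow cytometry, FL1 channel, ex 488/em 535 nm | read-out = percent response from loss of bead-bound FITC fluorescence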
# NSD2 inh – inhibitors of human histone methyltransferase NSD2; NSD2 peptide methylation, AlphaScreen, 120 min; hit rate 0.54% among 310,000; inhibition, % at 12.5 µM; O96028; in the data active means inhibition above about 50%
# V-ATPase pHluor – regulators of yeast V-ATPase proton transport. S. cerevisiae, pHLuorin cytosolic pH fluorescence. response, % at 10 µM. hit rate 0.37% among 350,000. AID 504577; in the data active means response mostly above about 7.3%, no sharp cut-off; inactive means mostly below about 5.4%; further: actives read high; inactives centre near 0; some compounds called inactive have numbers as strong as hits
# CAL PDZ FP-2 – blocks peptide binding to human CAL PDZ domain. Q9HD26. AID 504414. purified CAL PDZ, TMR-peptide fluorescence polarization, 1 h. inhibition, % at 20 µM. hit rate 0.02% among 330,000;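 active means highest replicate inhibition of at least 40%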;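 further: plate controls were DMSO neutral control wells for no effect and unlabeled competitor peptide control wells for full effect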
#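 Control set: unlabelled peptide and DMSO controls / Material: purified CerCALP PDZ construct / Timing: 1 h incubation at room temperature before polarization reading / Doses: 20 µM, one dose / Detection: fluorescence polarization (mP)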
# Keap1-Nrf2 PPI – inhibitors of human Keap1-Nrf2 protein-protein interaction. Q14145. Keap1 Kelch-Nrf2 peptide fluorescence polarization, 1536-well. inhibition, % at 9.4 µM. hit rate 0.15% among 340,000; in the data active means inhibition above about 12%; inconclusive means no clear call, values can overlap the other calls; inactive means below about 7.3%;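 further: human Keap1 Kelch domain with fluorescein labeled Nrf2 9mer peptide probe; 0% = neutral control wells and 100% = peptide positive control; higher means more block of Keap1 binding to Nrf2 peptide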
# DAGLB inh – diacylglycerol lipase beta (human) inhibition | HEK293T DAGLB membrane lysate, EnzChek fluorogenic substrate | inhibition, % at 5.17 µM | hit rate 0.059% among 340,000; in the data active means inhibition above about 34%;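 further: 0% = enzyme with vehicle and 100% = wells lacking enzyme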
# * hit, by the source's call; ? = inconclusive; / = not tested or not shown.
# Results follow in this order: CAL PDZ FP-1, RTF Ca sens inh, LANA DNA inh, Pemphigus Ab inh, Arrestin-AP2 inh, NSD2 inh, V-ATPase pHluor, CAL PDZ FP-2, Keap1-Nrf2 PPI, DAGLB inh
Cc1ccc(S(=O)(=O)N2CCN(c3nn(C)c(=O)n(C)c3=O)CC2)cc1C
 : 4, -9, -0.1, 97, 20, 8, 0, -0.6, -1, -3
CCCn1c(NC(=O)C2CCN(S(=O)(=O)c3cccs3)CC2)nc2ccccc21
 : -2, -20, 2.2, /, -4, -5, -1, -1.9, -8, -5
COC(=O)CSc1nnc(-c2ccc(S(=O)(=O)NCc3ccccc3Cl)cc2)o1
 : /, -5, 1.2, 110, -8, 0, 3, 0.2, 2, 0
Cc1ccc(-n2ncc(C(=O)NCc3ccc4c(c3)OCO4)c2NC(=O)c2ccco2)cc1C
 : /, -8, 0.0, 101, 0, 8, 0, -2.9, 1, 2
Cc1ccc(CSc2nc3c(cc2C#N)CCC3)cc1
 : -6, -10, 0.9, 108, -37, -4, -5, -0.5, 0, -4
O=C(CN1CCN(c2ccccc2)CC1)Nc1nccs1
 : /, -2, 0.9, 108, 9, 1, -1, -1.6, -6, -1
Cn1c(=O)n(/N=C/c2ccccc2)c2ccccc21
 : -7, 10, 1.9, /, 2, -2, -2, -0.5, -1, -1
O=C1c2cccnc2C(=O)N1CNc1ccc(Cl)cc1
 : /, -6, -0.3, 105, 20, -1, 1, -0.6, 4, 1
CCN1N=C(c2cc(Cl)sc2Cl)CSC1=O
 : -4, -7, 1.0, /, 0, 0, -3, -1.3, -7, -8
CC1(C)CC(=O)c2cc(O)ccc2O1
 : -3, 2, -1.7, 85, 27, 0, 2, -1.1, -1, -2
O=C(CN1C(=O)CC(c2ccccc2)S(=O)(=O)c2ccccc21)NC1CCCC1 (centres undefined)
 : /, -4, -0.5, 104, -8, -3, 3, -0.2, 1, 1
COc1ccc(NCC(=O)N/N=C(\C)c2cc3ccccc3o2)cc1
 : 0, 3, -0.4, 95, -5, 5, -1, -0.2, 3, -1
N#Cc1cccc(Cn2cc(C(F)(F)F)ccc2=O)c1
 : -3, 5, -0.8, /, 19, 1, 3, -0.7, -5, 0
Cc1ccc(C(=O)Oc2cc(N)n(S(=O)(=O)c3ccc(C)cc3)n2)cc1
 : 1, -2, -1.0, 115, 10, -3, 7, -2.8, -1, 4
Cc1nc2cc(Nc3nnc(-c4ccccc4)c4ccccc34)ccc2n1C
 : 5, -8, -1.2, 103, 0, 1, 1, 0.6, 1, 5
CN(CC(=O)Nc1cccc(F)c1)C(=O)c1cccc(N2C(=O)CCC2=O)c1
 : /, -14, 1.3, 98, -4, -2, -4, -0.3, 4, 2
COc1ccc(C)cc1NS(=O)(=O)c1ccc2c(c1)N(C(C)=O)CCO2
 : -5, 2, 0.0, 105, -11, 0, 2, -2.9, -3, 3
COC(=O)C1=C(C(=O)OC)C2(OC1c1ccccc1C)C(=O)c1ccccc1C2=O (centres undefined)
 : -4, -7, 0.0, 90, -2, 2, -3, -0.5, 4, 1
COc1ccc(OC)c(NC(=S)N2CCN(C(=O)C3CCCO3)CC2)c1 (centres undefined)
 : -5, -2, -0.2, 100, 0, -2, 1, -1.9, -1, -2
O=C(NCCCCNC(=O)c1ccccc1Cl)c1ccccc1Cl
 : -2, -15, 0.2, 101, 37, 0, 4, -1.4, -6, 0
O=C(COC(=O)c1ccc(F)cc1Cl)NC1CC1
 : /, /, /, 92, /, -11, -1, /, /, -2
O=C(c1ccccc1)c1ccc(OCC(O)CNCc2ccc(F)cc2)cc1 (centres undefined)
 : -6, 1, 0.5, 116, 7, 2, 4, -1.0, 3, -3
O=C(NNC1=Nc2cc([N+](=O)[O-])ccc2OC1)c1ccccc1Cl
 : 1, -1, -0.7, 88, 6, /, 5, -0.2, 4, 2
Cc1cc(C(=O)NNC(=S)NCC(C)C)no1
 : -6, -3, -0.1, 106, -2, -3, 5, /, -6, 2
NC(=O)CC[C@H](NC(=O)c1ccc(F)cc1)C(=O)OCC(=O)NCc1ccc2c(c1)OCO2
 : 0, -2, -1.5, 123, 15, 1, -3, -0.1, -2, -1
C/C(=N\S(=O)(=O)c1ccc(C)cc1)N1CCN(S(=O)(=O)c2ccccc2)C1
 : -1, 1, 4.6, 102, -1, 0, 0, -0.6, -2, 1
O=[N+]([O-])c1ccc2[nH]c(O)c(N=NC3CCS(=O)(=O)C3)c2c1 (centres undefined)
 : 3, -7, 1.1, 85*, -1, 10, 3, -2.4, -1, 0
COc1ccc2c(c1)c(CC(=O)OCC(=O)O)c(C)n2C(=O)c1ccc(Cl)cc1
 : -5, 12, -1.1, 99, 22, /, -4, -1.8, 2, 2
O=C(NCC1CCN(c2ccc(S(=O)(=O)N3CCOCC3)cc2)CC1)Nc1ccccc1F
 : -5, -2, -1.0, 110, 1, -2, 2, -3.5, -2, 1
CNC(=S)N1CCN(c2nc(-c3ccc(Cl)cc3)cs2)CC1
 : -1, 0, 2.3, 97, 2, 21, -1, /, -1, 2
CCOC(=O)C1CCCN(C(=S)Nc2ccc(F)cc2)C1 (centres undefined)
 : -1, -9, -0.9, 79, -3, 10, -3, -1.3, -5, 0
CC(NC(=O)/C(C#N)=C1\N=C(NC(=O)c2cccs2)c2ccccc21)c1ccccc1 (centres undefined)
 : -3, 3, 2.3, 93, 0, 2, 1, -1.4, ?, 3
CC(NC(=O)COC(=O)C1CCN(c2ccc(C(F)(F)F)cn2)CC1)c1ccc(Br)cc1 (centres undefined)
 : 25, 0, 1.0, 100, 16, -3, 3, -0.5, -5, -5
O=C(NCc1nnnn1-c1ccc(F)cc1)C(=O)c1c[nH]c2ccccc12
 : /, /, /, 102, /, 2, 2, /, /, 3
CC(C)(CNS(=O)(=O)c1cccs1)N1CCOCC1
 : /, 2, -1.0, 97, -7, 8, 0, -0.5, -3, 1
COc1ccc(NC(=O)CSc2ncnc3c2cnn3Cc2ccccc2)cc1OC
 : -5, -6, 1.3, 93, -6, 0, 4, -1.8, -3, 0
O=C(c1cc2ncc(Br)cn2n1)N1CCOCC1
 : /, -13, 0.1, 97, 6, 0, 1, -1.8, -1, 2
COc1ccc(NC(=O)CN2CCC(C)CC2)cc1
 : /, -1, 1.3, 97, 32, -3, -5, -1.7, 0, 0
COc1ccccc1CNC(=O)COC(=O)C1CCN(c2ccc(C(F)(F)F)cn2)CC1
 : -4, -13, -1.0, 103, -13, 0, -1, -1.2, -5, -4
CN(CC(=O)Nc1ccccc1Cl)C(=O)COc1cccc2c1OC(C)(C)C2
 : -3, 1, 0.6, 96, 0, 24, 4, -2.9, -10, 1
COc1ccc(CNC(=O)CN2C(=O)CSc3ccc(S(=O)(=O)N4CCOCC4)cc32)cc1
 : 4, 0, -1.2, 97, -1, 5, -1, -1.9, 2, 1
COc1ccc(-n2c(C)c([N+](=O)[O-])c3ccc(O)c(CN4CCCCC4)c32)cc1
 : -12, 14, 1.2, /, 19, 1, 2, -1.5, -1, -1
CCN(CC)S(=O)(=O)c1ccc(NC(=O)CSc2nnc(-c3ccc(F)cc3)o2)cc1
 : -21, -10, -0.7, 86, 14, 18, -4, -3.0, 4, -2
Cc1ccc(-c2[nH]ncc2C(=O)c2ccc(Br)cc2)c(O)c1
 : 12, -1, 2.8, 93, 39, 5, -4, 0.3, 0, 2
COc1ccc(C(=O)/C=C/C(=O)N(CC(=O)NC2CCCCC2)Cc2ccccc2)c(O)c1
 : -2, -8, -1.2, 89, 34, 2, -2, -0.8, -5, -1

# 6 compounds picked at random from those above:
# Results follow in this order: CAL PDZ FP-1, RTF Ca sens inh, LANA DNA inh, Pemphigus Ab inh, Arrestin-AP2 inh, NSD2 inh, V-ATPase pHluor, CAL PDZ FP-2, Keap1-Nrf2 PPI, DAGLB inh
COc1ccc(NC(=O)CSc2ncnc3c2cnn3Cc2ccccc2)cc1OC
 : -5, -6, 1.3, 93, -6, 0, 4, -1.8, -3, 0
COc1ccc(C(=O)/C=C/C(=O)N(CC(=O)NC2CCCCC2)Cc2ccccc2)c(O)c1
 : -2, -8, -1.2, 89, 34, 2, -2, -0.8, -5, -1
COc1ccc(NCC(=O)N/N=C(\C)c2cc3ccccc3o2)cc1
 : 0, 3, -0.4, 95, -5, 5, -1, -0.2, 3, -1
CC1(C)CC(=O)c2cc(O)ccc2O1
 : -3, 2, -1.7, 85, 27, 0, 2, -1.1, -1, -2
CCOC(=O)C1CCCN(C(=S)Nc2ccc(F)cc2)C1 (centres undefined)
 : -1, -9, -0.9, 79, -3, 10, -3, -1.3, -5, 0
NC(=O)CC[C@H](NC(=O)c1ccc(F)cc1)C(=O)OCC(=O)NCc1ccc2c(c1)OCO2
 : 0, -2, -1.5, 123, 15, 1, -3, -0.1, -2, -1

# Other structures follow:
# Results follow in this order: CAL PDZ FP-1, RTF Ca sens inh, LANA DNA inh, Pemphigus Ab inh, Arrestin-AP2 inh, NSD2 inh, V-ATPase pHluor, CAL PDZ FP-2, Keap1-Nrf2 PPI, DAGLB inh
COc1ccc(C(=O)COC(=O)C(O)c2ccccc2)c(OC)c1 (centres undefined)
 : -1, -7, 1.2, 98, -6, 0, -2, 1.0, 0, -3
C/C=C/c1ccc(Oc2nnnn2-c2ccc(C(N)=O)cc2)c(OC)c1
 : 1, 0, -0.2, 89, -2, 0, 2, -2.0, -2, -4
O=C(c1ccccc1)C1C(=O)c2ccccc2C1=O
 : 7, -3, 0.8, 99, 2, 39, -3, /, 5, -2
CC(C)C(=O)N1CCN(c2ccc(NC(=O)c3ccc([N+](=O)[O-])o3)cc2)CC1
 : -5, -11, 1.5, 104, -4, 38, -3, -1.7, -3, 0
COc1ccc(-c2nc(=S)n3ccsc3n2)cc1OC
 : 0, -2, 0.8, 100, 0, 0, 3, -0.8, -1, -1

# Part of the list above, as labelled records:
compound: CC(C)C(=O)N1CCN(c2ccc(NC(=O)c3ccc([N+](=O)[O-])o3)cc2)CC1
  CAL PDZ FP-1: -5	RTF Ca sens inh: -11	LANA DNA inh: 1.5	Pemphigus Ab inh: 104	Arrestin-AP2 inh: -4	NSD2 inh: 38	V-ATPase pHluor: -3	CAL PDZ FP-2: -1.7	Keap1-Nrf2 PPI: -3	DAGLB inh: 0
compound: COc1ccc(-c2nc(=S)n3ccsc3n2)cc1OC
  CAL PDZ FP-1: 0	RTF Ca sens inh: -2	LANA DNA inh: 0.8	Pemphigus Ab inh: 100	Arrestin-AP2 inh: 0	NSD2 inh: 0	V-ATPase pHluor: 3	CAL PDZ FP-2: -0.8	Keap1-Nrf2 PPI: -1	DAGLB inh: -1

# An excerpt; rates above refer to the full screens.
